Screening results as filed in PubChem BioAssay.
HIF-2a inh: blocks HIF-2a reporter activity; 786-0 RCC cells HIF-2a reporter, luciferase luminescence, overnight; inhibition, % at 18.8 µM; hit rate 0.72% among 360,000; AID 624352;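 active means inhibition of the luminescence signal of 40% or more relative to plate controls, in a single-dose primary screen at 18.75 µM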
MITF TRPM1 inh: MITF TRPM1 promoter inhibition in SK-MEL-5 cells; SK-MEL-5 TRPM1 promoter luciferase, 24 h; inhibition, % at 12.5 µM; hit rate 0.83% among 330,000;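 active means mean inhibition across replicates of 60% or more, whatever share of single replicates reaches that level; inconclusive means some that reach 60%, reason not given; inactive means mean inhibition across replicates below 60%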; further: values of inactives mirror those of a sister screen read the other way
Exocytosis inh: blocks lytic granule exocytosis; TALL-104 LAMP-1 surface exposure, flow cytometry; cells stimulated with thapsigargin and PMA; inhibition, % at 10 µM; hit rate 0.66% among 360,000; AID 651702;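 active means inhibition above about 55%, limit read from the data; inconclusive means no clear call, values can overlap the other calls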
iPSC survival up: increases survival of single human iPS cells. AID 602274. hiPSC single-cell survival, ATPlite luminescence; 100% = ROCK inhibitor wells, 0% = DMSO. hit rate 0.044% among 360,000. survival enhancement, % at 20 µM; in the data active means survival enhancement above about 18%;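 further: cells exposed to compounds for 16 hours before the ATP read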
aDG glyco act: increases alpha dystroglycan glycosylation; activation, % at 10 µM; AID 624168; Pro5-aDG cells, alpha-DG glycosylation AlphaScreen (IIH6); 0% Pro5, 100% B10-LARGE cell signal; hit rate 0.22% among 360,000;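 active means activation of at least 8% versus controls, or a plate z-score of at least 8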;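 further: Pro5 are CHO cells carrying HIG-tagged alpha-DG that lacks glycosylation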
NR2E3 ag-1: NR2E3 (human) agonism. Q9Y5X4. GST-NR2E3/biotin-RetCOR TR-FRET, 1536-well. inhibition of corepressor binding, % at 4.78 µM. hit rate 0.12% among 320,000. AID 2300;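 active means percent inhibition above the cutoff of mean plus 3 SD of all tested compounds, set per screening campaign, cut at about 20% in these data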;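 further: 0% = DMSO wells and 100% = biotin wells as full block of FRET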
Target sequence (Q9Y5X4 whole entry, looked up): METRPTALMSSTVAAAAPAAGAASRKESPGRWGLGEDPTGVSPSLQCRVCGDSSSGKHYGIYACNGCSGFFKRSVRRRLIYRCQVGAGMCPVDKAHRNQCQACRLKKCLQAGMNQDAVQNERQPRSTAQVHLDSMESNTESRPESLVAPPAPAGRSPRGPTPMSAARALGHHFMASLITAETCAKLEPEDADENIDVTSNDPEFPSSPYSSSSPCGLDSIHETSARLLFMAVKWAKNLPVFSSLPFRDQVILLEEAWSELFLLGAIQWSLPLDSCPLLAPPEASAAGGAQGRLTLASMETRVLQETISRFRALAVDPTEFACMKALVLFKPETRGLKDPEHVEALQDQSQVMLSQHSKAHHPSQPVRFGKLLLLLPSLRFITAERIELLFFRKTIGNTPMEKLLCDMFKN
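System: GST-tagged NR2E3 plus biotinylated RetCOR corepressor; Amount: 1.35 nM GST-tagged NR2E3 final; Dosing: single nominal compound dose of 4.8 µM; Schedule: 5 h incubation at 4 °C; Technique: TR-FRET with europium anti-GST and streptavidin-D2, 340 nm excitation; Controls: biotin wells as high control, 0.6% DMSO wells as low control.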
CaV13 FRET inh: Disruptors of the CACNA1D IQ motif to Ca2+-dependent inactivation inhibitor domain association, primary screening, Förster resonance energy transfer in intact living …; HEK cells, CFP/YFP FRET ICDI-IQ, plate reader, 10 min; percent FRET-ratio fall versus neutral wells; inhibition, % at 12.3 µM; hit rate 0.098% among 340,000; AID 743397;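 active means mean replicate inhibition of at least 30% and at least 1% of replicates passing that level; inconclusive means only one of the two criteria is met; inactive means neither criterion is met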;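 further: 0% = median of the neutral control wells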
Peg3 prom inh: reduces Peg3 promoter-driven luciferase expression in HeLa; HeLa PEG-Prom luciferase reporter, luminescence, overnight; inhibition, % at 20 µM; hit rate 1.7% among 360,000; AID 588405;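 active means inhibition of at least 50% at 20 µM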
NR2E3 ag-2: agonists of human NR2E3 nuclear receptor; Q9Y5X4; CHO-S Gal4-NCOR/VP16-NR2E3 two-hybrid, luciferase; inhibition of corepressor binding, % at 3.98 µM; hit rate 0.35% among 360,000; AID 602229;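 active means inhibition above the mean of all tested compounds plus 3 SD, cut at about 70% in these data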;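 further: 0% = DMSO with NR2E3 transfected cells and 100% = cells lacking NR2E3 construct; higher means lower luciferase signal from less NR2E3 corepressor binding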
Vif inh: blocks HIV Vif function. HEK293T cells, Vif self-association by quenched fluorescence, imaging, 24 h. AID 602346. inhibition, % at 7.49 µM. hit rate 0.35% among 340,000; in the data active means inhibition above about 50%, passing the limit was not always enough; inconclusive means no clear call, values can overlap the other calls; inactive means below about 31%; further: some results filed as inactive read as strong as hits
PDI inh: inhibitors of human protein disulfide isomerase | P07237 | AID 588391 | hit rate 0.052% among 350,000 | PDI insulin aggregation turbidity, A650, 90 min | inhibition, % at 10 µM;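 active means mean inhibition across replicates of 30% or more, whatever share of single replicates reach that level; inconclusive means mean inhibition below 30% while every single replicate reaches 30%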;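 further: absorbance from insulin aggregation driven by PDI reduction with DTT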
Target sequence (P07237 whole entry, looked up): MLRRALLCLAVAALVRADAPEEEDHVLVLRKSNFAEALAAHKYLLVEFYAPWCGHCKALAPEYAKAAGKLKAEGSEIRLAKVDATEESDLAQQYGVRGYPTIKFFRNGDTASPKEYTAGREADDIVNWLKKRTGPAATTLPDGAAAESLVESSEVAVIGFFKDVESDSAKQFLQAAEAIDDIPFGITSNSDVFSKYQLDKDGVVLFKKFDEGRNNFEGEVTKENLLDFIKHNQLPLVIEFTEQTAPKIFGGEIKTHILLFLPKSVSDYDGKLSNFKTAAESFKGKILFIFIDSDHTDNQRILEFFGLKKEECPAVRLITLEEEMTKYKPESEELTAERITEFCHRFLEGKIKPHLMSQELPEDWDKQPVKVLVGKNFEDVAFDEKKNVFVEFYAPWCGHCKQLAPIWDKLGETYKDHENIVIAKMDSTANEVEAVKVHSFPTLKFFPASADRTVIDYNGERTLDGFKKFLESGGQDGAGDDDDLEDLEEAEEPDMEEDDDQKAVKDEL
Starred values were filed as active, the others as inactive; ? = inconclusive; / = not tested or not shown.

Compound,HIF-2a inh,MITF TRPM1 inh,Exocytosis inh,iPSC survival up,aDG glyco act,NR2E3 ag-1,CaV13 FRET inh,Peg3 prom inh,NR2E3 ag-2,Vif inh,PDI inh
O=[N+]([O-])c1ccc2[nH]c(=S)[nH]c2c1,15.1,-0.8,9.8,0.0,-0.1,/,-7.9,19.2,28.4,0.1,-4.3
COc1ccc(/C=N/N2CCOCC2)cc1OCc1ccccc1,-0.3,2.6,-1.1,1.3,-0.1,1.8,-1.7,-7.2,-10.8,7.0,19.2
COC(=O)c1cc(CSc2nnc(-c3ccccc3)c(-c3ccccc3)n2)oc1C,18.4,11.0,11.4,-0.8,0.4,-5.5,/,28.0,11.1,-11.6,0.3
Cc1ccc(C2C(C#N)=C(N)OC3=C2C(=O)CCC3)s1 (stereo not given),9.9,9.1,-7.6,-0.4,0.3,4.1,-0.3,0.0,-28.8,19.8,10.5
C/C(=N/NC(=O)c1ccncc1)c1ccc2c(c1)OCO2,-14.3,-0.8,9.6,-0.6,0.0,-0.4,-9.6,6.0,-36.6,-19.3,4.5
CCOC(=O)N1CCC(N2Cc3cccc(C(=O)Nc4ccc(OCC)cc4)c3C2=O)CC1,-46.8,-16.0,-1.3,0.3,0.4,0.9,-3.1,-18.4,-2.6,-4.2,5.4
O=C(c1ccc(CNS(=O)(=O)c2cccc(Cl)c2)cc1)N1CCCCC1,19.3,14.5,0.8,-0.4,0.5,-0.8,-2.5,20.7,-11.6,-14.6,1.0
S=c1[nH]nc(-c2cccnc2)n1/N=C/C(Cl)=C\c1ccccc1,-112.5,-28.7,7.4,0.6,0.4,2.5,-5.6,-155.1,0.3,1.7,-15.6
COc1cc(OC)c(NC(C)C(=O)NCc2ccccc2)cc1Cl (stereo not given),11.9,2.4,12.5,-1.0,0.2,-1.7,-2.1,1.7,6.2,5.1,-2.2
Cc1ccccc1C(=O)Nc1ccc(-c2nnc(SC(C)C(=O)O)n2C)cc1 (stereo not given),10.7,-9.1,-2.6,-0.5,-0.1,0.7,-1.7,8.3,-8.2,-3.3,4.3
Cc1c(Cl)cccc1NC(=O)CN1CCC(C(O)(c2ccccc2)c2ccccc2)CC1,-29.0,2.2,8.8,-1.9,0.6,2.7,-10.7,4.6,-42.4,-14.1,-2.4
COc1cccc(Oc2ccc(C(F)(F)F)cc2NC(=O)CN2C(=O)NC3(CCCC3)C2=O)c1,12.6,25.5,-1.0,-0.3,0.3,/,-5.8,25.6,-3.6,-3.3,15.5
CC(C)(C)c1nc2ccccc2[nH]1,7.7,6.2,1.5,8.9,0.1,-2.0,-4.7,-6.9,-12.0,/,1.3
CC[C@]12c3[nH]c4ccccc4c3CCN1C(=O)C(CC(=O)NCCCn1ccnc1)C[C@@H]2C(=O)N1CCN(C(=O)C2CC2)CC1 (stereo not given in full),7.2,0.5,-1.5,2.7,-0.1,/,-9.6,0.2,-19.4,/,15.7
CCCCCCCCCCCCOC1OC(CO)C(O)C(O)C1NC(C)=O (stereo not given),14.5,6.5,-7.1,1.1,0.6,0.9,-4.7,-16.5,-0.3,3.6,3.0
CCOC(=O)c1sc(N)c(C#N)c1COC(=O)C1=COCCO1,1.3,3.7,9.6,2.6,-0.1,2.0,-15.5,10.8,-10.6,-11.1,28.7
CCCS(=O)(=O)N1CCN(Cc2ccncc2)CC1,5.0,1.3,-2.6,-0.9,-0.1,0.8,-9.0,-3.2,-11.2,-2.5,3.7
Cc1cc(NC(=O)CSc2nc3cc(Cl)ccc3o2)no1,-39.3,-6.8,-15.7,-0.5,0.5,9.0,-4.4,-114.5,2.9,5.8,3.5
Cn1c(CC(=O)NCCO)c(Sc2ccccc2)c2ccccc21,21.0,-2.3,1.6,-1.2,-0.4,-2.8,-3.1,10.2,-2.1,-10.5,4.7
O=C(NNC(=O)c1csc(-c2ccccc2)n1)c1ccccc1,-40.4,/,1.9,-0.6,2.3,/,-4.3,-5.5,-4.4,-16.3,-5.6
COc1ccc(/C=N/NC(=O)CNc2ccc(Br)cc2)c(C(=O)O)c1OC,8.2,1.8,-1.8,-1.7,0.3,-0.3,-10.9,-14.6,-1.8,43.4,-1.0
NC(=O)c1csc(CCNC(=O)c2ccccc2)n1,10.7,/,15.5,-0.7,-0.1,/,-9.2,0.8,-10.6,?,0.2
Cc1ccc(S(=O)(=O)NC(C(=O)N2CCOCCOCCOCCOCC2)C(C)C)cc1 (stereo not given),4.4,2.3,-3.3,-0.5,-0.1,2.8,-7.1,1.4,-24.5,35.2,-0.5
Cc1cccc(NS(=O)(=O)c2cc(C(=O)NCc3ccccn3)ccc2C)c1,17.1,11.4,2.0,-0.4,-0.1,/,/,18.1,13.0,4.4,1.1
O=C(C1CCCCC1)N1CCC(n2nnc3ccccc32)CC1,15.7,0.5,1.3,-3.0,0.1,-0.5,-4.3,12.3,-2.4,4.8,4.1
COc1ccccc1-c1nnc(SCC(=O)N2CCOCC2)o1,-87.1,-8.2,-2.5,-1.7,-0.2,1.4,-4.9,-79.9,-39.2,1.9,/
CCOc1ccc(C(CC(=O)O)NC(=O)C23CC4CC(CC(C4)C2)C3)cc1OC (stereo not given),2.8,0.8,4.6,0.8,-0.4,0.0,-5.2,-15.6,-3.1,-4.1,-5.6
CCc1ccc(NC(=O)[C@H](C)NC(=O)C2CCN(C(=O)[C@@H](N)CC(C)C)CC2)cc1,8.1,7.4,0.3,-0.5,-0.1,2.2,-4.5,-0.8,11.7,12.3,4.8
COc1ccccc1CN1CCNC(=O)C1CC(=O)NCCCn1cccn1 (stereo not given),15.1,1.1,-9.6,0.8,-0.4,0.2,-11.3,-0.4,2.5,9.9,5.2
CC(Sc1nccn1C)C(=O)Nc1ccc(C(N)=O)cc1 (stereo not given),-2.4,-5.5,0.7,-0.5,2.4,-6.1,-1.3,-32.3,-24.5,15.3,-9.2
CC1(C)CC(N=C2C([N+](=O)[O-])=CC=C3C2=NC2(CCCCC2)N3O)CC(C)(C)N1,6.1,2.7,11.1,-0.3,-0.2,-4.0,-5.0,4.7,20.1,4.6,-0.3
CCOc1ccc(NC(=S)NCc2ccc3[nH]c(C)cc3c2)cc1,-19.4,2.5,0.2,-4.7,0.4,-0.5,-19.6,10.5,-8.9,-0.1,3.3
CSc1nnc(SCC2=NNC(=O)SC2)s1,4.5,-1.7,13.6,4.4,0.0,3.7,-5.3,-23.1,-13.0,2.7,5.3
O=C(COC(=O)c1ccccc1S(=O)(=O)N1CCCCC1)NCC(F)(F)F,5.8,-3.0,-3.4,0.1,-0.1,0.4,-4.8,0.3,-11.3,11.0,10.2
CCOC(=O)N1CCC(NC(=O)CSCc2nc(-c3ccc(OCC)cc3)oc2C)CC1,-16.3,7.8,-0.7,-0.5,0.0,-2.5,-2.5,-1.3,59.5,2.4,-1.8
CC(=O)NC(Cc1ccc(F)c(F)c1)C(=O)NC1CCN(C(=O)c2ccc(C)cc2)CC1 (stereo not given),2.4,7.5,-1.2,2.1,0.4,4.0,-2.1,10.4,-12.0,-5.3,-0.3
Cc1ccc(NC(=O)c2cc(C)no2)cc1,-200.0,-59.8,-3.1,-0.8,0.1,-2.5,-17.6,-122.3,-21.4,4.1,-47.7
O=C(NCCNCCO)C1(C(F)(F)F)C/C(=C\Cc2ccccc2)CCCO1 (stereo not given),4.5,4.4,-3.7,-2.7,0.0,-4.5,-6.0,-14.3,-26.6,-0.8,5.3
O=C(CSc1ncnc2c1oc1ccccc12)Nc1ccc2c(c1)OCCO2,-22.0,13.2,-0.6,5.2,-0.1,-0.9,-5.1,-60.1,10.1,-9.9,-6.1
O=C(NCc1cccnc1)c1ccccc1Br,7.7,-0.5,-3.0,-3.1,0.1,0.5,-4.0,12.0,7.8,1.3,-5.0

Complete entries from above. Order of screens: HIF-2a inh, MITF TRPM1 inh, Exocytosis inh, iPSC survival up, aDG glyco act, NR2E3 ag-1, CaV13 FRET inh, Peg3 prom inh, NR2E3 ag-2, Vif inh, PDI inh
Record of O=C(NCc1cccnc1)c1ccccc1Br = 7.7, -0.5, -3.0, -3.1, 0.1, 0.5, -4.0, 12.0, 7.8, 1.3, -5.0
Record of Cc1ccc(NC(=O)c2cc(C)no2)cc1 = -200.0, -59.8, -3.1, -0.8, 0.1, -2.5, -17.6, -122.3, -21.4, 4.1, -47.7

(continued)
Compound,HIF-2a inh,MITF TRPM1 inh,Exocytosis inh,iPSC survival up,aDG glyco act,NR2E3 ag-1,CaV13 FRET inh,Peg3 prom inh,NR2E3 ag-2,Vif inh,PDI inh
CC(C)(C)CC(=O)NCCc1csc(-c2ccccc2)n1,-126.1,-4.4,-2.6,0.3,0.2,-5.1,-3.9,-68.4,-24.9,-10.2,-1.2
COc1ccc(/C=C(\NC(=O)c2cccs2)C(=O)NN)cc1OC,14.5,6.3,3.8,0.0,0.1,/,-17.3,4.7,-14.4,-1.0,0.3
CCc1ccccc1NS(=O)(=O)c1ccc2c(c1)C(C)(C)C(=O)N2C,6.6,4.3,-3.8,-1.4,0.0,-0.2,-10.6,17.4,-20.7,15.6,/
Cc1c(NC(=O)OCCNC(=O)Nc2ccccc2)sc(=S)n1C,9.2,9.5,-0.9,1.7,0.2,2.7,/,-4.0,-7.7,/,8.7
O=C1CNC(=O)N1c1ccc(Cl)cc1,13.6,-6.5,-5.8,-0.6,-0.1,-3.4,-19.4,8.6,16.9,13.5,6.3
CC(=O)NCCNC(=O)C1Cc2c(-c3ccccc3Oc3ccccc3)ccnc2O1 (stereo not given),10.8,/,-8.9,-0.7,0.4,/,-9.5,-4.8,-19.2,/,6.9
Cc1cccc(N(Cc2cc3ccccc3[nH]c2=O)C(=O)c2ccco2)c1C,0.1,15.1,-0.1,-2.7,-0.2,-1.7,-6.3,-1.4,-8.6,4.9,3.9
O=C1CSC(=S)N1/N=C/c1ccc(O)c([N+](=O)[O-])c1,1.9,13.4,14.9,0.6,-0.5,/,/,23.8,-21.6,-0.8,0.6
O=c1oc2ccccc2c(N2CCCCC2)c1CN1CCCC1,1.6,-9.0,-3.0,1.0,-0.1,-2.0,-3.7,2.9,7.3,?,-4.9
CCN(CC)CCN1C(=O)C(=O)/C(=C(/O)c2ccc(F)cc2)C1c1ccncc1 (stereo not given),11.3,12.1,1.3,3.2,0.1,-1.1,-3.8,-1.1,-11.2,-1.7,1.2
CCOC(=O)COc1cccc2c(=O)n(CC(=O)N3CCC(C)CC3)ccc12,7.6,/,-2.7,-2.7,0.2,-3.2,-6.8,-8.4,33.1,-2.4,/
CC(NC(=O)C1CCCN(S(=O)(=O)c2cccs2)C1)c1ccccc1 (stereo not given),11.0,/,-5.9,1.7,0.4,-0.8,-5.8,5.3,-2.7,/,-11.4
O=c1cc(C(F)(F)F)[nH]c2ccc(C(F)(F)F)cc12,-39.2,-2.9,-1.2,1.4,-0.1,-1.9,-13.0,46.4,93.1*,-12.4,3.7
